Screening data: PubChem BioAssay, National Center for Advancing Translational Sciences (NCATS)
ALDH1A1 inh – qHTS Assay for Inhibitors of Aldehyde Dehydrogenase 1 (ALDH1A1); Aldehyde dehydrogenase 1A1 (Homo sapiens), P00352; Purified ALDH1A1, NADH fluorescence, propionaldehyde substrate; Potency, µM (top dose mostly 75.3 µM), without a hit: at the highest dose activity, negative = inhibition, actives largely listed as inhibitors; actives 7.3% (n = 220,000); active means well fitted inhibition curve with a large enough effect, not every such curve was filed as active; inconclusive means small, poorly fitted or top-dose-only effect, or another doubt; inactive means no such curve, though single readings can be large or run the other way;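 further: plate controls were no enzyme wells and a reference inhibitor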
aGal spleen mod – qHTS Assay for Inhibitors and Activators of Human alpha-Galactosidase From Spleen Homogenate | Alpha-galactosidase A (Homo sapiens), P06280 | human spleen homogenate, 4MU-alpha-Gal fluorescence, 40 min | Potency, µM (top dose mostly 80 µM), for the others: at the top dose activity change, negative = inhibition, usual class: inhibitors | actives 0.008% (n = 240,000) | AID 2107, 2009;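 further: 0% = enzyme with vehicle and -100% = no enzyme basal signal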
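qHTS titration in buffer at pH 5.0. Alpha-galactosidase activity in spleen homogenate was measured via 4-methylumbelliferone release from 1 mM fluorogenic substrate after 40 min at 37C and a pH 10 stop. AC50 came from Hill fits of control-normalized data.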
Tau ThT inhib – qHTS for Inhibitors of Tau Fibril Formation, Thioflavin T Binding. recombinant tau K18 P301L, heparin-induced fibrillization, ThT fluorescence. Potency, µM (highest dose often 57.4 µM), for the others: top-dose activity, negative = inhibition, usual class: inhibitors. actives 2.1% (n = 270,000). AID 1460, 2008; further: nearly all actives have a fitted effect of over 55% in size
Target sequence (P10636 561-689 P618L limits assumed): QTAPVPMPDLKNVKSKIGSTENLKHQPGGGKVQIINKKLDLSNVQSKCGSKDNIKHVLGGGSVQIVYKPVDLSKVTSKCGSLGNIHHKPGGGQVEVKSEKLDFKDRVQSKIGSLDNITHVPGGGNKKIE
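Fibril formation assay: tau K18 P301L at 15 uM with trace Alexa 594 label, heparin inducer 20 uM, pH 7 sodium acetate buffer, 37 C for 6 hr; endpoint ThT signal.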
TR SRC2 fluor cs – Total Fluorescence Counterscreen for Inhibitors of the Interaction of Thyroid Hormone Receptor and Steroid Receptor Coregulator 2; TRb/SRC2 Texas Red total fluorescence interference; Potency, µM (titrated, usually from 106 µM), without a hit: at the top dose fluorescence change, negative = quenching; actives 0.29% (n = 280,000); active means well fitted curve in either direction with a large enough effect; inconclusive means small, poorly fitted or top-dose-only effect
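Human TRβ ligand-binding domain (0.6 uM) and Texas Red SRC2 peptide (20 nM) in Tris buffer with 1 uM T3 and 5% DMSO were incubated with pinned compound for 5 hr at ambient temperature. Total fluorescence was computed as S + 2P (555/632 nm).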
Tau FP inhib – qHTS for Inhibitors of Tau Fibril Formation, Fluorescence Polarization; K18 P301L tau heparin fibrillization, Alexa594 FP, 6 h; Potency, µM (series often up to 57.7 µM), without a hit: at the highest dose activity, negative = inhibition, hits mostly inhibitors; actives 0.39% (n = 280,000); Microtubule-associated protein tau (Homo sapiens), P10636; further: nearly all actives have a fitted effect of over 55% in size
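FP of Alexa 594-tau after heparin (20 uM) induction. Substrate: human K18 P301L, 15 uM unlabeled, 0.24 uM labeled. Buffer 100 mM sodium acetate pH 7. 6 hr, 37 C.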
Tau fluor cs – Counterscreen qHTS for Inhibitors of Tau Fibril Formation, Fluorescence Polarization. tau K18 P301L Alexa594 fluorescence, heparin fibrillization. Potency, µM (titrated, usually from 57.7 µM), for inactives: top-dose activity change, negative = decrease. actives 0.93% (n = 280,000); further: nearly all actives have a fitted effect of over 55% in size
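Human tau K18 P301L (15 uM unlabeled, 0.24 uM Alexa 594-labeled) in 100 mM sodium acetate pH 7 with 20 uM heparin, 6 hr at 37 C. ThT 30 uM added, 1 hr ambient; Alexa 594 FP and total fluorescence read at 555/632 nm.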
TRb-SRC2 inh – qHTS for Inhibitors of the Interaction of Thyroid Hormone Receptor and Steroid Receptor Coregulator 2; TRbeta-SRC2 peptide binding, fluorescence polarization; receptor liganded with 1 µM T3; Thyroid hormone receptor beta (Homo sapiens), P10828; Potency, µM (series often up to 106 µM), for the others: at the highest dose activity change, negative = inhibition, hits mostly inhibitors; actives 0.065% (n = 280,000);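 further: plate controls were bound peptide for no effect and peptide without receptor for full effect; nearly all actives have a fitted effect of over 50% in size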
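TRb LBD 0.6 uM + Texas Red SRC2 peptide 20 nM, 1 uM T3, Tris buffer w/ 5% DMSO; compound pinned, 5 h RT; FP read ex 555/em 632; normalized to unbound and bound controls.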
L3MBTL1 inh – qHTS Assay for the Inhibitors of L3MBTL1; Lethal(3)malignant brain tumor-like protein 1 (Homo sapiens), Q9Y468; AlphaScreen L3MBTL1–H3K9me1 peptide binding; Potency, µM (top dose mostly 57.1 µM), inactives show at the highest dose activity, negative = inhibition, actives largely listed as inhibitors; actives 0.66% (n = 230,000); AID 485360, 2010; further: nearly all actives have a fitted effect of over 60% in size
Target sequence (Q9Y468 whole entry, looked up): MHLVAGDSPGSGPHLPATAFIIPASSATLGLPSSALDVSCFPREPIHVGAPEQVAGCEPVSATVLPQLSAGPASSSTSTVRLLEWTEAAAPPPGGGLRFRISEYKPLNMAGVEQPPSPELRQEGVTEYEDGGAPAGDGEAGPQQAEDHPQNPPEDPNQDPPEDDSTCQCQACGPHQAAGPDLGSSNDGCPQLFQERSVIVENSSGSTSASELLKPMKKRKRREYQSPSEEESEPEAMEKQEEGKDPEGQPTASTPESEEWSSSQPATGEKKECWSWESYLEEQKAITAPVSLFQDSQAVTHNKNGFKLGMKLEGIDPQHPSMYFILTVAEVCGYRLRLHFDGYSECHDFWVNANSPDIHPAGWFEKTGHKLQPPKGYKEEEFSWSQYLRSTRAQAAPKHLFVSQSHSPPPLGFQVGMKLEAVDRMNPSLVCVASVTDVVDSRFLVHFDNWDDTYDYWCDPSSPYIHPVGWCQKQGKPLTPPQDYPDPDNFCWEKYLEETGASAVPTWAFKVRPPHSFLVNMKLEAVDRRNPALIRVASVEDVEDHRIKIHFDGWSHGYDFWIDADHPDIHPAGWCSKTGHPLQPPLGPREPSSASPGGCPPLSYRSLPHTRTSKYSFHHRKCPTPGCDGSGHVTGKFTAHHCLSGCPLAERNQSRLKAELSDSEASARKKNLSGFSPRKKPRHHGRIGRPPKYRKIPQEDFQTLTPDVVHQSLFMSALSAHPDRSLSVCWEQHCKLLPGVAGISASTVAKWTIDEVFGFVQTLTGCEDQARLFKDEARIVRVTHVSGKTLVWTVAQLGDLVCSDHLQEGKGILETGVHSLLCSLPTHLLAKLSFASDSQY
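AlphaScreen proximity signal between nickel-chelate acceptor and streptavidin donor beads (final 10 ug/mL) reports binding of 50 nM L3MBTL1 to 75 nM biotin-H3 K9me1 peptide; complex incubated with compounds 30 min at room temperature; cefsulodin titration as control.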
* hit, by the source's call; ? = inconclusive; nt = no result given; & = joins results of further samples; [ ] = another dose, or the depositor's remark. Unless noted, the call rests on the fitted dose curve; in most records, active means well fitted curve in the direction sought with a large enough effect; inconclusive means small, poorly fitted or top-dose-only effect, or another doubt; inactive means no such curve, though single readings can be large; an effect the other way counts as inactive or inconclusive. Unless noted, on the % scale 0 is the no-effect control and ±100 the full control effect; potency means the concentration at half of the fitted maximal effect.

SMILES	ALDH1A1 inh	aGal spleen mod	Tau ThT inhib	TR SRC2 fluor cs	Tau FP inhib	Tau fluor cs	TRb-SRC2 inh	L3MBTL1 inh
Cc1ccc(NC(=O)c2nc(S(=O)(=O)Cc3ccc(F)cc3)ncc2Cl)cc1C	nt	nt	?	-1%	-6%	1%	0%	nt
COc1cc(F)ccc1S(=O)(=O)N1CCN(C23CC4CC(CC(C4)C2)C3)CC1	-1%	1%	-10%	1%	5%	-8%	-12%	nt
Cc1ccc(C)c2c(N)c3c(nc12)CCCCC3 (tested in a mixture with another compound)	5%	7%	2%	-2%	1%	4%	1%	nt
N#C/C(=C\c1ccc(-c2ccc([N+](=O)[O-])cc2)o1)C(=O)Nc1nc(-c2cccs2)cs1	nt	3%	2.2µM*	?	7%	?	20%	nt
COc1ccc(N2CCN(C(=O)c3nn(C)c4c3CSc3ccccc3-4)CC2)cc1	nt	nt	1%	0%	-8%	-10%	-1%	nt
O=C(CCC(=O)Nc1ccc(F)cc1)N/N=C/c1ccncc1	3%	-4%	-5%	-2%	-5%	-5%	0%	nt
O=C(CCC1COc2ccccc2O1)NCC1COc2ccccc2O1 (stereo unspecified)	0%	-4%	-9%	-6%	4%	-11%	0%	4%
O=[N+]([O-])c1cc(C(F)(F)F)cc([N+](=O)[O-])c1NCCNC(=S)Nc1ccc(Cl)c(Cl)c1	-7%	6%	?	-2%	?	5.6µM*[quencher]	5%	-22%
COc1ccc(CNCc2c(C(=O)N(C)C)nc3ccc(Cl)cn23)c(OC)c1	?	10%	2%	-2%[53 µM]	11%	1%	1%[53 µM]	6%
CCOc1ccccc1C(=O)N(Cc1ccc(N(C)C)cc1)Cc1ccco1	nt	nt	?	?	4%	-24%	-11%	nt
O=C(CC1SC(=Nc2ccccc2)N(CCO)C1=O)Nc1ccccc1 (stereo unspecified)	-1%	7%	-2%	-5%	0%	-4%	-2%	38%[activator]
Fc1ccc(CSc2ccc(-c3ccco3)nn2)cc1	?	10%	-14%	-6%	-4%	-10%	-5%	9%
O=C(COC(=O)[C@@H]1CCCN1S(=O)(=O)c1ccccc1F)Nc1ccc(OC(F)F)cc1	-9%	-12%	-10%	0%	-12%	-28%	2%	-2%
COc1cccc(NS(=O)(=O)c2cn(C)c(=O)n(C)c2=O)c1	6%	2%	2%	-7%	-3%	6%	-7%	-3%
CCOc1ccc(N(C(=O)Nc2ccccc2)C2=NCCC2)cc1	6%	19%	-17%	-1%	-8%	-16%	-7%	nt
COc1cc2ccccc2cc1C(=O)Nc1ccc(Cl)c(-c2nc3ccccc3o2)c1	nt	nt	-11%	?	?	-19%	-5%	nt
CCOc1ccccc1NC(=O)N1CCN(S(=O)(=O)c2ccc3c(ccn3C)c2)CC1	nt	nt	-8%	-1%	6%	-25%	-1%	nt
CN(C)C(=S)Nc1ccc(Br)c(Cl)c1	-5%	-3%	-11%	0%	1%	-14%	-13%	4%
O=C(NCc1ccc2c(c1)OCO2)C1CCCN(S(=O)(=O)c2cccc3cccnc23)C1 (stereo unspecified)	-2%	-4%	-15%	0%	7%	-9%	6%	-15%
O=C(O)C1CCC(NSc2ccccc2[N+](=O)[O-])CC1 (stereo unspecified)	nt	4%	16µM*	-1%	18µM*	-19%	-1%	-2%
CCCCCCOc1ccc(N2C(=O)CC(NCc3ccc(S(N)(=O)=O)cc3)C2=O)cc1 (stereo unspecified)	nt	-9%	-5%	-1%	-5%	-9%	-4%	-3%
COC(=O)Nc1nc2ccc(Sc3ccccc3)cc2[nH]1	-3%	1%	0%&4%	-7%	2%&-6%	-3%&-13%	-1%	21%
CCOC(=O)c1c(-c2ccccc2)csc1NC(=S)NC(=O)c1ccccc1	-4%	4%	-20%	2%	?	?	4%	-6%
O=C(CCn1c(=O)c2cccn2c2cccnc21)N1CCN(c2cccc(C(F)(F)F)c2)CC1	nt	nt	?	-1%	-10%	-25%	0%	nt
COc1cc(/C=C2\SC(=S)NC2=O)ccc1OS(=O)(=O)c1ccccc1	6.3µM*	3%	16µM*	-2%	9%	?	-3%	-23%
CCN1CCN(c2nc3c(c(=O)[nH]c(=O)n3C)n2CCCSc2ncccn2)CC1	1%	0%	6%	0%	-3%	2%	-17%	12%
CCOc1ccccc1NC(=O)C1C2C=CC(O2)C1C(=O)O (stereo unspecified)	-11%	1%	-16%	-1%	3%	-9%	4%	nt
COc1ccc(-c2oc(NC(=O)CSc3ncn[nH]3)c(C#N)c2-c2ccc(OC)cc2)cc1	-9%	-9%	?	-3%	0%	14µM*[quencher]	7%	-14%
O=C(NCc1ccco1)c1ccc(-c2csnn2)cc1	?	5%	?	-3%	-6%	-14%	1%	2%
Clc1cccc(Nc2nc(-c3ccncc3)nc3ccccc23)c1	nt	8%	-8%	-1%	-11%	-22%	-1%	15%
CCOC(=O)c1cc(C#N)c(SCC(=O)c2cc(C#N)c(SC)nc2C)[nH]c1=O	1.3µM*	7%	?	-6%	1%	-17%	8%	7%
CCOC(=O)c1[nH]c(C)c(CN(CCc2ccccc2)C(=O)CCC(=O)O)c1C	-13%	-1%	3%	0%	-5%	0%	-1%	2%
O=C(c1cc(COc2ccc(F)cc2Cl)on1)N1CCc2ccccc2C1	?	1%	-16%	-2%	-13%	-25%	2%	30%[activator]
COc1cccc(C2CC(c3ccccc3)=NN2S(=O)(=O)c2ccccc2)c1OC (stereo unspecified)	?	0%	-11%	-5%	?	-29%	-8%	-2%
O=C(Nc1nnc(-c2ccco2)s1)C1CCCCC1	-13%	3%	3%	3%	0%	1%	5%	-1%
COc1ccc(-c2nc(CSCC(=O)N3CCC(C(N)=O)CC3)c(C)o2)cc1OC	?	4%	-9%	-2%	-11%	-8%	1%	-4%
CCOC(=O)C(=CNc1cc(C)nn1-c1ccc(Cl)cc1)C(=O)OCC	?	1%	-17%	0%	8%	-12%	-7%	nt
Cc1ccc(-c2noc(-c3ccccc3C(=O)NCc3ccco3)n2)cc1	nt	-1%	-6%	0%	-3%	-8%	1%	4%
CCOC(=O)CNc1ncnc2nc[nH]c12	6%	-1%	-8%	1%	-1%	3%	-6%	2%
Nc1nc2nc(-c3ccc(F)cc3)cc(C(F)(F)F)n2n1	?	?	-4%	-3%	-12%	-5%	-1%	4%
c1ccc(OCc2nnc(-c3ccccc3)o2)cc1	27%	-2%	1%	-2%	1%	-1%	2%	15%
CCOC(=O)c1cnn(-c2cc(C)c3ccccc3n2)c1N	0%	11%	?	2%	-9%	-11%	0%	-4%
COc1ccccc1NS(=O)(=O)c1cccc(NC(=S)NCCN2CCOCC2)c1	15%	-22%	-1%	-3%	-6%	-8%	-4%	0%
O=C(C1CCCN(S(=O)(=O)c2cccc3nsnc23)C1)N1CC=C(c2ccccc2)CC1 (stereo unspecified)	-1%	-7%	?	-1%	?	-20%	-2%	-3%
CCOC(=O)c1c(NC(=O)c2c(C)noc2C)sc2c1CCCCC2	?	1%	0%	-3%	-4%	-4%	-1%	15%
Cc1nnc(SCC(=O)c2cc(C)n(-c3c(C)n(C)n(-c4ccccc4)c3=O)c2C)s1	-1%	2%	-10%	-1%	-6%	-7%	-16%	-12%
Cn1c(=O)c2c(ncn2CC(COCc2ccccc2Cl)OCc2ccccc2Cl)n(C)c1=O (stereo unspecified)	?	-10%	-16%	-1%	3%	-18%	-1%	0%
O=C(Nc1ccc(C(=O)N2CCCC2)cc1)c1ccc2c(c1)OCO2	?	-6%	?	2%	3%	-7%	-1%	nt

Given in CSV form: six of the compounds above
compound,ALDH1A1 inh,aGal spleen mod,Tau ThT inhib,TR SRC2 fluor cs,Tau FP inhib,Tau fluor cs,TRb-SRC2 inh,L3MBTL1 inh
Nc1nc2nc(-c3ccc(F)cc3)cc(C(F)(F)F)n2n1,?,?,-4%,-3%,-12%,-5%,-1%,4%
c1ccc(OCc2nnc(-c3ccccc3)o2)cc1,27%,-2%,1%,-2%,1%,-1%,2%,15%
CCOC(=O)c1cnn(-c2cc(C)c3ccccc3n2)c1N,0%,11%,?,2%,-9%,-11%,0%,-4%
COc1ccccc1NS(=O)(=O)c1cccc(NC(=S)NCCN2CCOCC2)c1,15%,-22%,-1%,-3%,-6%,-8%,-4%,0%
O=C(C1CCCN(S(=O)(=O)c2cccc3nsnc23)C1)N1CC=C(c2ccccc2)CC1 (stereo unspecified),-1%,-7%,?,-1%,?,-20%,-2%,-3%
CCOC(=O)c1c(NC(=O)c2c(C)noc2C)sc2c1CCCCC2,?,1%,0%,-3%,-4%,-4%,-1%,15%
